SMN2 splice up = SMN2 splice variant enhancement; HEK293 SMN2-luciferase splicing reporter, luminescence, 30-36 h; Potency, µM (series often up to 46.1 µM), inactives show at the top dose activity change, positive = activation, most hits filed as activators; 2.8% of 210,000 active; AID 1458; also: % of control where 0% means no effect; nearly all actives have a fitted effect of over 55% in size
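HEK293 cells carry an SMN2 […]–luciferase reporter in which exon 7 inclusion puts luciferase in frame. Cells were plated 10-12 h before compound addition, then incubated 30-36 h at 37C. ONE-Glo luminescence was read; sodium butyrate at 4.5 mM final served as control.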
KDM4E inh = JMJD2E (human) inhibition; B2RXH2; JMJD2E catalytic domain, FDH-coupled NADH fluorescence (FDH is formaldehyde dehydrogenase); Potency, µM (titrated, usually from 57.1 µM), without a hit: at the highest dose activity change, negative = inhibition, hits mostly inhibitors; 1.6% of 230,000 active; AID 2147; active = well fitted inhibition curve with a large enough effect, not every such curve was filed as active; inconclusive = small, poorly fitted or top-dose-only effect, or another doubt; inactive = no such curve, though single readings can be large or run the other way;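 also: 0% = wells with enzyme and -100% = buffer wells without enzyme; nearly all actives have a fitted effect of over 50% in size; many of its hits are not listed in these tables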
Target sequence (B2RXH2 1-337 limits assumed): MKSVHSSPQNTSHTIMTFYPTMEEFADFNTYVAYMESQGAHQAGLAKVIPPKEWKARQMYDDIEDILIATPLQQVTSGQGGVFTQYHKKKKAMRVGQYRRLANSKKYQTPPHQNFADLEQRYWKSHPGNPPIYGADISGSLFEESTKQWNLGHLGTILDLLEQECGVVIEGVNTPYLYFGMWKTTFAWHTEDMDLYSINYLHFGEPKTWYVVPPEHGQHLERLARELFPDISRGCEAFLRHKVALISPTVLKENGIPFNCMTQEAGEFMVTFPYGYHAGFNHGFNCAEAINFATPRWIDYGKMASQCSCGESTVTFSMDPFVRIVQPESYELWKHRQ
RECQ1 inh = inhibitors of human RECQ1 DNA helicase. P46063. RECQ1 DNA unwinding, red fluorescence kinetic read. Potency, µM (series often up to 57.3 µM), for the others: top-dose activity, negative = inhibition, actives largely listed as inhibitors. 0.54% of 240,000 active. AID 2549;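 also: plate controls were vehicle for no effect and no enzyme for full effect; nearly all actives have a fitted effect of over 30% in size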
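RECQ1T1 50 nM; forked duplex (20 bp + 30-nt ss tails) 200 nM, ATP 2 mM final; pH 8.0, 2 mM MgCl2, 2.5 ug/ml poly(dI-dC); 15 min compound preincubation; discontinuous kinetic read over 2 h at RT.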
TRb SRC2 PPI = disrupts binding of human TR beta to SRC2. P10828. TRbeta-SRC2 peptide binding, fluorescence polarization; receptor liganded with 1 µM T3. Potency, µM (series often up to 106 µM), for the others: top-dose activity change, negative = inhibition, most hits filed as inhibitors. 0.065% of 280,000 active. AID 1469;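 also: plate controls were bound peptide for no effect and peptide without receptor for full effect; nearly all actives have a fitted effect of over 50% in size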
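Human TRb LBD (0.6 uM) plus Texas Red-labeled SRC2 peptide (20 nM), 1uM T3, 5% DMSO, 5 hr at ambient temperature. Decreased polarization (555/632 nm) flags inhibition; data normalized to free and bound peptide controls.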
RGS12 GoLoco inh = blocks human Gai1 binding to RGS12 GoLoco peptide, red readout; Potency, µM (titrated, usually from 61.6 µM), for the others: top-dose activity, negative = inhibition, most hits filed as inhibitors; P63096; AID 880; Gai1:RGS12 GoLoco peptide FP, rhodamine, 10 min; 0.44% of 230,000 active; active = well fitted inhibition curve with a large enough effect, not every such curve was filed as active; inactive = no such curve, though single readings can be large or run the other way; also: % is scaled to controls: 0 for no effect and ±100 for the full control effect; nearly all actives have a fitted effect of over 30% in size; many of its hits are not listed in these tables
Lamin A splicing = modulators of lamin A splicing; HeLa LMNA splicing GFP/RFP minigene ratio, 48 h; Potency, µM (highest dose often 46.1 µM), without a hit: top-dose ratio change, negative = inhibition, usual class: inhibitors; 0.01% of 200,000 active; AID 1487; active = well fitted inhibition curve with a large enough effect in the signal ratio, with a control signal flat, not every such curve was filed as active; inconclusive = small, poorly fitted or top-dose-only effect, or effect the other way, or a change in a side signal; the % refers to the signal ratio; also: % is scaled to controls: 0 for no effect and ±100 for the full control effect
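Read-out is the ratio of GFP to DsRed2 object intensity, acquired by 488 nm laser-scanning cytometry on HeLa lamin A-EGFP minigene reporter cells. Compound incubation 48 hrs at 37 °C in Opti-MEM with 2% FBS; DMSO 0.5% final.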
TexasRed fluor = Texas Red fluorescence interference in TRb-SRC2 counter-screen; TRb/SRC2 Texas Red total fluorescence interference; Potency, µM (series often up to 106 µM), without a hit: top-dose fluorescence change, negative = quenching; 0.29% of 280,000 active; active = well fitted curve in either direction with a large enough effect; inconclusive = small, poorly fitted or top-dose-only effect; also: % is scaled to controls: 0 for no effect and ±100 for the full control effect
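Human TRβ ligand-binding domain (0.6 uM) and Texas Red SRC2 peptide (20 nM) in Tris buffer with 1 uM T3 and 5% DMSO were incubated with pinned compound for 5 hr at ambient temperature. Total fluorescence was computed as S + 2P (555/632 nm).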
ALDH1A1 inh = inhibitors of human aldehyde dehydrogenase 1A1; P00352; Purified ALDH1A1, NADH fluorescence, propionaldehyde substrate; Potency, µM (titrated, usually from 75.3 µM), without a hit: at the highest dose activity, negative = inhibition, usual class: inhibitors; 7.3% of 220,000 active; active = well fitted inhibition curve with a large enough effect, not every such curve was filed as active; inconclusive = small, poorly fitted or top-dose-only effect, or another doubt; inactive = no such curve, though single readings can be large or run the other way;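 also: plate controls were no enzyme wells and a reference inhibitor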
Target sequence (P00352 whole entry, looked up): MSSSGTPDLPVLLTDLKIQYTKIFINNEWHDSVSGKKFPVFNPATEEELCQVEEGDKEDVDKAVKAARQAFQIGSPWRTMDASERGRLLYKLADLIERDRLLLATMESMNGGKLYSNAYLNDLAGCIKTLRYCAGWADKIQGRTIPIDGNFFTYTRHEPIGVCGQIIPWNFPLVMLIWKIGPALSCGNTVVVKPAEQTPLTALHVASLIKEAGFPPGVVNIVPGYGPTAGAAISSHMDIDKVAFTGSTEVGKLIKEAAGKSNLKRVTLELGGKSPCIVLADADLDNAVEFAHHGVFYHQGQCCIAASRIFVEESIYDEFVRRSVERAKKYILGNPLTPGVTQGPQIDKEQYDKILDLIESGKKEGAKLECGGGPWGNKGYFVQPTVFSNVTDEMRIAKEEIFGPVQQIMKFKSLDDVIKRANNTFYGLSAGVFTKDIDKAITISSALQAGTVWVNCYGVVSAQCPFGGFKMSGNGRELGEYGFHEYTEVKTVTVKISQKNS
The depositor's hits bear a star; i = inactive; ? = inconclusive; · = not tested or not shown; [ ] = remark or other dose. Unless noted, calls follow the shape of the dose curve; as a rule, active = well fitted curve in the direction sought with a large enough effect; inconclusive = small, poorly fitted or top-dose-only effect, or another doubt; inactive = no such curve, though single readings can be large; an effect the other way counts as inactive or inconclusive. Potency is read from the fitted curve at half-maximal effect. An excerpt, so the mix of outcomes need not match the whole.

Compound | Lamin A splicing | RGS12 GoLoco inh | SMN2 splice up | TexasRed fluor | KDM4E inh | ALDH1A1 inh | TRb SRC2 PPI | RECQ1 inh
CCN1C(=O)C2C(c3cccc(F)c3)NC(CC)(C(=O)OC)C2C1=O (configuration not stated) | -5% | 5% | -1% | 0% | 4% | 7% | -8% | i
COc1cccc(NC(=O)N(CCCN2CCOCC2)C(C)c2cc3ccccc3o2)c1 (configuration not stated) | 15% | 8% | 4% | 0% | -5% | 0% | 1% | ?
CCN(CC)C(=O)Oc1ccc2c(=O)c(-c3ccccc3)coc2c1 | ? | 9% | ? | -1% | -4% | ? | 3% | -14%
Oc1ccc2n[nH]nc2c1 | -4% | 0% | 1% | -2% | ? | ? | 4% | -5%
CCC1(CC)C(=O)N=C2c3ccccc3C(=O)N21 | 1% | -3% | 13% | 2% | -3% | ? | 6% | -2%
CCCc1nnc(NC(=O)OCC)s1 | · | 8% | · | 0% | -6% | 1% | -2% | ?
O=C(O)CCCCCN1C(=O)C(=O)/C(=C(/O)c2ccccc2)C1c1ccccc1 (configuration not stated) | 0% | -1% | -11% | 0% | -7% | -4% | 3% | 4%
CCOc1cc(N2CCOCC2)c(OCC)cc1NC(=O)c1oc2ccccc2c1C | · | 15% | -1% | -2% | 0% | 13% | -1% | i
O=c1cc(-c2cccc(F)c2)[nH]c2cc(Cl)ccc12 | · | 37%[activator][88.7 µM] | · | 1% | · | 1%[120 µM] | 3% | i
CC1=CCC(C(C)(C)O)CC1 (configuration not stated) | ? | -11% | · | 3%[201 µM] | · | · | 10%[201 µM] | ·
CC1=C(C(=O)Nc2ccccc2)C(c2ccncc2)C(C#N)=C(SCC(=O)NC(C)C)N1 (configuration not stated) | 18% | 12% | · | -2% | 1% | ? | 5% | 0%
O=C(O)C1C2C=CC(C3CC23)C1C(=O)NCCc1ccccc1 (configuration not stated) | -13% | 13% | 7% | -2% | -5% | -3% | -11% | -9%
CCOC(=O)C1CCN(C(c2cc3c(C)ccc(C)c3[nH]c2=O)c2nnnn2C2CCCCC2)CC1 (configuration not stated) | 8% | 70%[activator] | -16% | 4% | 6% | ? | 8% | i
Cc1ccc(N2CC(C(=O)Nc3cc(C)ccc3F)CC2=O)cc1 (configuration not stated) | ? | 6% | 13% | 1% | 2% | -7% | 7% | -8%
CCCCCCn1c(=O)[nH]c2nc3cc(N)ccc3nc2c1=O | 3% | · | · | 0% | -3% | -15% | 2% | -2%
CCc1cc(C(=O)Nc2ccccc2)cs1 | -11% | 8% | 35% | 0% | 8% | 3% | 8% | -6%
CCOC(=O)c1c(NC(=O)CC2SC(N)=NC2=O)sc(C)c1C (configuration not stated) | ? | 10% | · | -1% | 1% | 0% | -3% | -5%
COc1ccc(-c2nnc3sc(COc4ccc(C)cc4)nn23)cc1 | ? | -1% | -1% | 1% | 0% | ? | 6% | 2%
O=C(CCCN1C(=O)CCC1=O)Nc1ccccc1F | 4% | -12% | -22% | -1% | 3% | 0% | -9% | -6%
O=[N+]([O-])c1ccc(/C([O-])=C(/C(=S)Nc2ccccc2F)[n+]2ccccc2)cc1 | -6%[46 µM] | 0% | 7% | -2% | -3% | ? | 6% | -5%
N[C@@H](Cc1ccc(O)cc1)c1nnc([C@H](CC(=O)O)NC(=O)C2CCNCC2)o1 | · | -1% | · | -1% | 1% | 9% | -1% | -18%
O=C(Nc1ccc(S(=O)(=O)N2CCC(C(=O)NC3CCCCC3)CC2)cc1)c1ccco1 | 1% | 4% | ? | -2% | ? | ? | -8% | -11%
CCCCC/C(=N\NC(=O)Nc1ccccc1)c1ccccc1 | · | 4% | -26% | 0% | 1% | -3% | 4% | -6%
COc1ccc(-n2c3c(cc(C(=O)N4CCC(C)CC4)c2=O)C(=O)CC(C)(C)C3)cc1 | 2% | -6% | -14% | 1% | ? | ? | 9% | 1%
COc1ccc(NC(=S)Nc2cccc(S(=O)(=O)N3CCCCC3)c2)cc1 | ? | 11% | -28% | -4% | -4% | ? | 8% | i
Cc1cc(C)nc(/N=C2\NC(=O)CC(C(=O)O)N2c2ccc(Cl)cc2Cl)n1 (configuration not stated) | ? | 6% | -9% | 1% | -1% | 14% | 1% | 21%
N#CC1=C(N)Oc2n[nH]c(-c3cccs3)c2C1C1C=CCCC1 (configuration not stated) | 17% | 1% | -7% | -3% | 6% | -11% | -3% | i
COc1ccc(CCNC(=O)C2CCN(S(=O)(=O)c3cnc[nH]3)CC2)cc1OC | -2% | 3% | 14% | 3% | -1% | 9% | 1% | -1%
COC(=O)c1ccc(OCC(O)CN2CCC(C)CC2)cc1 (configuration not stated) | 7% | 14% | -18% | -5% | 0% | -1% | -11% | -4%
O=C(N/N=C/c1ccc(Cl)s1)c1ccccc1[N+](=O)[O-] | · | 4% | · | -1% | -4% | · | 4% | ?
CCCOc1cc(N(CC)CC)ccc1/C=C(/C#N)c1nc2ccc(C)cc2[nH]1 | -12% | · | · | -7% | ? | ? | ? | 6%
CCN(CC)c1ccc(-n2c(O)c(C=C3N=c4ccccc4=N3)sc2=S)cc1 | -2% | 3% | 18% | 3% | -4% | 4% | 2% | 0%
CCCOc1ccc(S(=O)(=O)NCc2ccc(OC)cc2)cc1 | ? | 1% | -49%[inhibitor] | -1% | -7% | -11% | -3% | -12%
CC(C)C1Cc2c(sc(NC(=S)NC(=O)c3ccccc3)c2C#N)CO1 (configuration not stated) | 1% | 0% | -6% | -3% | 2% | -6% | 0% | -11%
CC(C)(C)OC(=O)N1CCC[C@H]1c1nnc(SCc2c(F)cccc2Cl)o1 | ? | 2% | -16% | -1% | 8% | -12% | -12% | -4%
Cc1cc(NC(=O)c2ccccc2)sc1C | 4% | 21% | 11µM* | 0% | -5% | -15% | -11% | i
CCn1c(CNc2ccc(C)cc2)nnc1SCC(=O)NCc1ccccc1 | 3% | 3% | 12% | 0% | -8% | ? | -18% | -3%
CCN(CC)c1ccc(C(=O)NN)cc1 | · | 9% | -5% | -3% | 5% | ? | 3% | -5%
COC(=O)C(O)(CC(=O)c1ccc(OC)cc1)C(F)(F)F (configuration not stated) | -7% | 7% | -5% | -1% | 1% | 8% | -11% | -12%
CC1CCN(S(=O)(=O)c2ccc(NC(=O)Cn3nnc(-c4ccccc4F)n3)cc2)CC1 | ? | 8% | -13% | -12% | -5% | ? | 30% | -2%
COc1cccc(NC(=S)N2CCN(c3ccc([N+](=O)[O-])cc3)CC2)c1 | · | 12% | -81%[inhibitor] | -1% | -1% | 7.9µM* | -3% | -2%
Cc1ccccc1CCN(CC(=O)NC1CCCCC1)C(=O)c1csnn1 | -2%[46 µM] | 15% | -3% | -1% | 4% | -5% | 7% | i
CCC(=O)Nc1nc(OC)cc(OC)n1 | -2% | -7% | -3% | 0% | 0% | -1% | 0% | 0%
CCCCn1c(SCC(=O)N(C)C2CCS(=O)(=O)C2)nc2cc(S(N)(=O)=O)ccc21 (configuration not stated) | · | -1% | · | 4% | -3% | · | -1% | -13%
CCN(CC)CCNc1ccnc2cc(Cl)ccc12 | ? | 6% | 2% | -5% | ? | -7% | -3% | 19%
O=C(Nc1nnc(C2CC2)s1)c1cc([N+](=O)[O-])ccc1N1CCCCC1 | -13% | 16% | -5% | -2% | 4% | -10% | 2% | -1%
COc1ccc(C(=O)OCc2nc(N)nc(Nc3ccccc3C)n2)cc1OC | · | 22% | -4% | 0% | 4% | -3% | -5% | i
CC(C)(C)c1ccc(Oc2ccc(N)cc2)cc1 | -6% | 16% | -35% | -3% | -16% | ? | 7% | i
CC(C)C(=O)Nc1ccc(C(=O)Nc2nnc(C(C)C)s2)cc1 | ? | 5% | · | 0% | -27% | -5% | 0% | 6%
O=C(CN1C(=O)NC2(CCCc3ccccc32)C1=O)N1CCc2ccccc2C1 (configuration not stated) | -1% | 12% | 12% | 0% | 7% | ? | -6% | -1%

Further structures
Compound | Lamin A splicing | RGS12 GoLoco inh | SMN2 splice up | TexasRed fluor | KDM4E inh | ALDH1A1 inh | TRb SRC2 PPI | RECQ1 inh
CCn1c(=S)sc2c(=O)n(-c3ccccc3)c(=S)[nH]c21 | · | -5% | · | 0% | -6% | ? | 1% | -3%
CCCCNC(=S)Nc1ccc(F)cc1 | · | 3% | · | -3% | 1% | 11% | 3% | -13%
Cc1ccc(NCc2n[nH]c(=S)n2-c2ccccc2)cc1 | -9%[46 µM] | -2% | 20% | -2% | ? | ? | 3% | i
CC1Cc2ccccc2N1C(=O)CSc1ncccc1C(=O)O (configuration not stated) | 2% | 2% | 0% | -3% | 2% | -3% | 3% | -2%
O=C(Nc1ccccc1)NC1(C(=O)NCCCN2CCOCC2)CCCCC1 | 2% | 7% | -10% | -5% | -4% | 9% | 5% | -3%
O=C1CC(Nc2ccc(N3CCOCC3)cc2)C(=O)N1c1ccccc1 (configuration not stated) | -1% | -20% | 26% | 3% | -29% | ? | -6% | -6%
CCN(CC)S(=O)(=O)c1ccc(-n2cnnn2)c(C)c1 | 0% | 2% | -7% | 1% | 5% | ? | 1% | i
Cc1nc2ccccn2c1C(=O)Nc1ccc2c(c1)OCCO2 | -4% | 2% | 7.1µM* | -3% | -6% | ? | -5% | -1%
C[C@H]1CC[C@@H]2N(C1)C[C@H]1[C@@H]3C[C@H]4[C@@H](C/C(=N\O)[C@H]5C[C@@H](O)CC[C@@]54C)[C@@H]3CC[C@H]1[C@]2(C)O | · | 4% | 6% | -1% | ? | 4% | -2% | -4%
COc1ccc(C2=NN(C3=NN=C(N)Cc4ncnn43)C(O)(C(F)(F)F)C2)cc1 (configuration not stated) | ? | 16% | · | -2% | ? | ? | 5% | i

Compound profiles, from the list above. Values in the order: Lamin A splicing	RGS12 GoLoco inh	SMN2 splice up	TexasRed fluor	KDM4E inh	ALDH1A1 inh	TRb SRC2 PPI	RECQ1 inh
CCCCNC(=S)Nc1ccc(F)cc1 across the screens: ·	3%	·	-3%	1%	11%	3%	-13%
Cc1ccc(NCc2n[nH]c(=S)n2-c2ccccc2)cc1 across the screens: -9%[46 µM]	-2%	20%	-2%	?	?	3%	i
